12-LOX inh: blocks human arachidonate 12S-lipoxygenase. P18054. purified 12hLO, xylenol orange hydroperoxide absorbance. Potency, µM (doses to about 108 µM), for the others: at the highest dose activity change, negative = inhibition, usual class: inhibitors. 580,000 tested, 1.1% active. AID 1671190; active = well fitted inhibition curve with a large enough effect; inconclusive = small, poorly fitted or top-dose-only effect, or another doubt; inactive = no such curve, though single readings can be large or run the other way
Target sequence (P18054 whole entry, looked up): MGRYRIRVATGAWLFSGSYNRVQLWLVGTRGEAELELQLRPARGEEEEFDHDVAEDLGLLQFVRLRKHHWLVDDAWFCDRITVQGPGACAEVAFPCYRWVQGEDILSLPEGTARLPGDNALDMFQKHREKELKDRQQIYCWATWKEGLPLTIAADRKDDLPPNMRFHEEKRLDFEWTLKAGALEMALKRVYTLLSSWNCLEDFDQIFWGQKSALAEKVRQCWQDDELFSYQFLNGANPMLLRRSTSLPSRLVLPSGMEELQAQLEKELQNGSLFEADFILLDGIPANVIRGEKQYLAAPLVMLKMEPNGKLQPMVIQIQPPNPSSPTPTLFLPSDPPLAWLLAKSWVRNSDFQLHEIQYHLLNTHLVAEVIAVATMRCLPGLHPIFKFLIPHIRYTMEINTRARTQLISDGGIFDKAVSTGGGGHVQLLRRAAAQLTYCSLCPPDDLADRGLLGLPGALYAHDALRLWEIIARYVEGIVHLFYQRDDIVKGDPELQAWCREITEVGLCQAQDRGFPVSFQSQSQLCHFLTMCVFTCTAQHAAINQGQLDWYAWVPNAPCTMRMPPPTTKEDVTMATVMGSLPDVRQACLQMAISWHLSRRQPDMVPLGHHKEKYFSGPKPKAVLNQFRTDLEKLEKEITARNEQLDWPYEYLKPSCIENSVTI
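Hydroperoxide product was detected by ferrous iron/xylenol orange as the 573 to 405 nm absorbance ratio. Arachidonic acid at 40 uM (final) was turned over for 30 min at room temperature by 150 nM human 12hLO, pH 7.0 Hepes buffer, after 15 min compound preincubation.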
* = called active by the depositor; ? = inconclusive; [ ] = dose if it differs, or a comment. % is set by controls: 0 for no effect and ±100 for the full control effect; potency is the fitted concentration of half-maximal effect. The list is partial, so the mix of outcomes need not match the whole.

SMILES	12-LOX inh
O=C1NCCCCCCN(Cc2cccc(OC(F)(F)F)c2)[C@H]2CCC[C@@H]12	161.9%[activator]
COc1ccc([C@H]2C[C@@H](n3cc(COC(=O)c4ccccc4)nn3)[C@H](O)CN2Cc2cccs2)cc1	?
O=C(NC1CC1)[C@H]1O[C@H](CCN2CCN(Cc3ccccc3)CC2)CC[C@@H]1O	-19.8%[176 µM]
S=C(NCCC(c1ccccc1)c1ccccc1)Nc1ccc(Cl)c(Cl)c1	?
O=CN1CCN(C(C(=O)O)c2cn(CC(=O)O)c3ccc(Br)cc23)CC1 (stereo not given)	?
O=C(O)Cn1ccc2cc(OCCc3cccc(-c4ccc(Cl)cc4)c3)cnc21	44.7µM*
COC(=O)[C@]12C[C@H](CC(=O)N3CCN(C(=O)c4ccco4)CC3)C(=O)N(Cc3ccc(Cl)cc3Cl)C1=C[C@H](C1CCCC1)O[C@@H]2C	-11.8%
Cc1nn(-c2ccccc2)c2sc(C(=O)NC3CCN(Cc4ccccc4)CC3)cc12	-19.0%
CCn1cc(-c2ccncc2)cc1C(=O)NCc1cccc(F)c1	46.0%[activator]
CCN1C(=O)C2(CCN(C(=O)C3CC3)CC2)c2ccccc21	11.6%
O=C(N[C@@H]1CCN(C(=O)c2n[nH]c3ccccc23)C[C@H]1O)c1cccnc1	5.3%
Cc1ccc(NC(=O)c2cc(-c3cc(F)ccc3OCC3CCCO3)n[nH]2)cc1NS(C)(=O)=O (stereo not given)	?
O=C(COc1ccccc1)Nc1ccc2n(c1=O)C[C@H]1C[C@@H]2CN(C(=O)c2cccnc2)C1	0.5%
CCNC(=O)CCCC=CC[C@@H]1[C@H](C=CC(O)CCc2ccccc2)[C@@H](O)C[C@@H]1O (stereo not given in full)	-26.5%[57.4 µM]
Cc1ccc(C2Cn3nnc(C(=O)NCc4ccccc4C)c3CO2)cc1 (stereo not given)	50.7%[activator]

Two of the compounds above, with values ahead of the structure:
12-LOX inh	SMILES
5.3%	O=C(N[C@@H]1CCN(C(=O)c2n[nH]c3ccccc23)C[C@H]1O)c1cccnc1
-11.8%	COC(=O)[C@]12C[C@H](CC(=O)N3CCN(C(=O)c4ccco4)CC3)C(=O)N(Cc3ccc(Cl)cc3Cl)C1=C[C@H](C1CCCC1)O[C@@H]2C

Next part.
SMILES	12-LOX inh
CN(C)c1ccc(CN2CCCC3(CC(c4ccccn4)=NO3)C2)cc1 (stereo not given)	5.2%[6.33 µM]
CC1=C(C(=O)N2CCCCCC2)CC(CC(=O)NCCCCc2ccccc2)C(=O)N1CCC1=CCCCC1 (stereo not given)	-28.2%
FC(F)(F)c1ccc(Cl)c(N/N=C/c2ccc(Br)cc2)c1	?
CC(=O)N1CCC(C(=O)N2[C@@H]3CC[C@H]2CC(NC(=O)c2ccc(F)cc2)C3)CC1 (stereo not given in full)	-13.1%
O=C1NC2(CCN(C(=O)c3ccccc3F)C2)N=C1c1cccnc1 (stereo not given)	50.5%
Cn1ncc2c(-c3ccc([S+](C)(=O)[O-])cc3)cc(C(=O)N3CCN(c4ncccn4)CC3)nc21	7.6%[6.33 µM]
O=S(=O)(Nc1ccc2oc3ccccc3c2c1)c1cccs1	?
C=CCNC(=O)N[C@H]1[C@H](O)[C@@H](N2CCN(c3ccccc3OC)CC2)[C@@H]2OC[C@H]1O2	-13.2%[176 µM]
CCC(=O)N[C@@H]1CC[C@@H](CCNC(=O)Nc2ccc(F)cc2)O[C@@H]1CO	-37.7%
O=C(c1ccccc1)N1CCCC2(C1)Nc1cccnc1NC2=NCc1ccccc1 (stereo not given)	149.6%[activator]
Cc1ccc(F)c(S(=O)(=O)NC(=O)C2(C)CCN2C(=O)C2(c3ccc(Cl)cc3)CCC2)c1 (stereo not given)	34.4%
COc1ccc(C(=O)N[C@@H]2CCC[C@@H]2C(=O)N2CCN(c3ccc(Cl)cc3)CC2)cc1	-13.1%
CCS(=O)(=O)N1CCCCC(NC(=O)c2scc3c2OCCO3)C1 (stereo not given)	26.9%
CC(=O)Nc1ccc(S(=O)(=O)NC(c2ccc(F)cc2)c2cccs2)cc1 (stereo not given)	?
Cc1cccc(C(=O)N2CCN(Cc3nc(N)c4ccccc4n3)CC2)c1C	93.3%[activator]
O=S(=O)(c1ccccc1F)N1CCN(Cc2cccc3cccnc23)CC1	32.4%[activator]
N#Cc1nc(-c2cccc3ccccc23)oc1N1CCC(C(N)=O)CC1	?
COc1ccc2cc(C(=O)N3CCC4(CC3)CC(c3nc(C)no3)N(C)C4)[nH]c2c1 (stereo not given)	7.0%
CC(C)C(=NNC(=O)c1ccc(Br)cc1)C(C)C	7.4%
Nn1c(SCc2ncc(-c3ccccc3)o2)nnc1-c1ccccc1Cl	?
Cc1ccc(-c2cn3nc(N4CCCC(C(=O)NCCc5cccs5)C4)sc3n2)cc1 (stereo not given)	-18.5%
CS(=O)(=O)N1CCCC(C(=O)NC2CCCCC2)CCNC(=O)CC1 (stereo not given)	6.5%
CCN(CC)CCCNC(=O)c1nn(Cc2ccccc2)c(=O)c2ccccc12	-26.6%
C=CCn1c(SCC(=O)c2ccccc2)nc2c1c(=O)[nH]c(=O)n2C	-7.4%
CC(C)(C)c1ccc(CC(=O)N2CCC2(C)C(=O)NS(=O)(=O)c2cccc(C#N)c2)cc1 (stereo not given)	3.0%
CCN(CC)S(=O)(=O)c1cccc(NC(=O)Cc2ccc(Cl)cc2Cl)c1	-11.1%
O=C(NC1CC1)c1cn(-c2ccccc2)nc1-c1ccccc1	-12.0%
O=C(C1CC1)N(Cc1ccc2c(c1)CN(S(=O)(=O)c1ccc(F)cc1)CCO2)c1ccccc1	?
CCn1ccc2oc(C)c(C(=O)N3CCN(c4ccccc4Cl)CC3)c2c1=O	22.1%
N#Cc1ccc(NCc2cc3n(n2)CCCN(C2CCCCC2)C3)nc1	32.5%[activator]
O=C(c1nnc(CNCc2cccc(F)c2)n1-c1cccnc1)N1CCC[C@@H]1C(c1ccccc1)c1ccccc1	11.1%
CC1(C(=O)Nc2ccc3c(c2)OCCO3)CSCC(=O)N1CCOc1ccccc1 (stereo not given)	?
Cc1nc(N2CCN(C(=O)Cc3ccc(Cl)cc3)CC2)cc(C(F)(F)F)n1	2.6%
Cc1csc(CNC(=O)c2cnccn2)n1	26.2%
Cc1cc2oc(C(=O)N(Cc3ccc(C(C)C)cc3)C3CCS(=O)(=O)C3)cc(=O)c2cc1Cl (stereo not given)	3.3%
COc1ccccc1C(=O)N1CCc2c(nc3cc(-c4ccccc4Cl)[nH]n3c2=O)C1	-1.7%
CCCn1cc(NC(=O)CC[C@H]2NC(=O)c3ccccc3NC2=O)c(C)n1	34.1%[activator]
C[C@@H]1CN([C@@H](C)CO)C(=O)c2c(c3ccccc3n2C)-c2ccccc2CO[C@H]1CN(C)C(=O)C1CC1	0.0%
CCc1nc2c(c(-c3ccc(OC)cc3)n1)CCN(Cc1cncs1)CC2	1.1%[6.33 µM]
O=C(CCn1nnc2ccccc21)OCC(=O)c1ccc(Cl)cc1	-17.2%
Cn1cnc(S(=O)(=O)N2CCC(N3C(=O)C4(CCCCC4)C3c3ccncc3)CC2)c1 (stereo not given)	9.0%
NC(=O)c1nnn([C@H]2CCN3C(=O)[C@@H](Cc4ccccc4)NC(=O)[C@@H]3C2)c1C(N)=O	21.2%[176 µM]
COc1ccc(NC(=O)c2ccc3c(c2)S(=O)(=O)N=C(C)N3CC(C)C)c(OC)c1	0.2%
Cc1cc(C)n(CCC(=O)N2CC(Oc3ccccc3-c3nc(C4CC4)no3)C2)n1	-4.2%
CCc1cn(C[C@H](NCCC(C)C)C(=O)O)c(=O)[nH]c1=O	?
COc1ccc(C(CNC(=O)CCc2nc(-c3ccncc3)no2)N2CCCCC2)cc1 (stereo not given)	?
O=C(OCc1c(Cl)cccc1Cl)c1ccccc1Oc1ccccc1	6.3%
O=C(O)C(c1c[nH]c2ccc(Cl)cc12)N1CCN(c2ncc(Br)cn2)CC1 (stereo not given)	-21.2%
CCc1cccc(NC(=S)N(CCC(C)C)C(C)c2cccs2)c1 (stereo not given)	39.8µM*
CC(C)(C)NC(=O)C(c1ccnc2ccccc12)n1c(=O)c(-c2ccco2)nc2ccccc21 (stereo not given)	?
O=C(NCc1ccccn1)C1CCN(C2CCN(C3CCCCC3)CC2)CC1	38.3%[activator]
COC(=O)[C@]12CCCCC=C1N(Cc1cccc3ccccc13)C(=O)[C@H](CC(=O)N1CCCCC1)C2	0.0%
Cc1nn(-c2nc3ccccc3o2)c2c1C(c1ccc(C(F)(F)F)cc1)CC(=O)N2 (stereo not given)	157.6%[activator]
COc1cccc(C2CC(=O)Nc3ccsc32)c1OC (stereo not given)	?
C#CC1(O)CC(C)N(C)CC1C (stereo not given)	0.9%
Cc1ccccc1CSCC1Nc2ccc(C(=O)NCCc3ccccc3)cc2NC1=O (stereo not given)	?
CC1(C(=O)NCc2cccc3ccccc23)CCN1C(=O)Cc1ccc(-c2ccccc2)cc1 (stereo not given)	2.6%
CC(C)C(NC(N)=O)C(=O)Nc1cccc(Cl)c1 (stereo not given)	-0.6%
COc1ccc2cnn(CC(=O)Nc3ccc(Cl)cc3)c(=O)c2c1OC	?
Cc1cccc(N2CCN(C(=O)C3CCN(C(=O)C4CC4)CC3)CC2)n1	4.6%
Next section.
SMILES	12-LOX inh
Cc1onc(-c2ccccc2)c1C(=O)OCC(=O)c1ccc[nH]1	8.6%
COc1ccc(CN2CCc3nc(N4CCN(C)CC4)[nH]c(=O)c3CC2)cc1	15.5%
COc1ccc(C(=O)N2CCC(C(=O)N(C)Cc3ccc(C)cc3)CC2)c2ccccc12	-18.7%
CC(NCCC(c1ccccc1)c1ccccc1O)c1ccccc1 (stereo not given)	?
O=C(NC1CCCC1)N1CCCC(Cc2nncn2Cc2ccccc2)C1 (stereo not given)	14.2%
O=c1n(-c2ccc(F)cc2F)nc2n1CCN([S+](=O)([O-])c1cccs1)C2	13.8%
O=C(Nc1ccccc1-c1ccccc1)c1ccncc1	-24.7%
COCCn1ccc2c(C3=CCOCC3)nc(-c3cccc4[nH]ccc34)cc21	?
O=C(c1ccccc1F)N1CCC2(CC1)NC(=O)N(Cc1ccccc1)C2=O	8.5%
CCNC(=O)c1oc2ccccc2c1CSc1nnc(C)s1	-2.1%
Cc1cc(C(=O)NCC(C)C)ccc1N	?
COc1ccc(-c2cc(-c3c(C)noc3C)cc3c2C(=O)N(C)C3)cn1	49.4%[activator][176 µM]
Cc1nccn1-c1ccc(NC(=O)[C@@H](Cc2ccccc2)NC(=O)[C@H]2O[C@@H](n3ccc(=O)[nH]c3=O)[C@H](O)[C@@H]2O)cc1	1.3%
CCNC(=O)O[C@@H]1CO[C@H]2[C@@H]1OC[C@@H]2Nc1nccc(-c2cccs2)n1	-4.3%[176 µM]
COc1ccc(-c2oc3c(c2C(=O)OCCCO)C(OCCCCCO)CCC3)cc1 (stereo not given)	2.3%
Cc1cc(NC(=O)CS(=O)(=O)c2cn(Cc3cccc(C(F)(F)F)c3)c3ccccc23)no1	-7.1%
CCc1ccc2oc(-c3ccc(NC(=O)c4ccc(OC)cc4)cc3)nc2c1	?
COC(=O)c1ccc2c(=O)n(CCCCCC(=O)NC3CCCCC3)c(=O)[nH]c2c1	-4.4%
Oc1c(Cl)cc(Cl)cc1Br	?
Cc1ccc2c(c1)NC(=O)c1cc(S(=O)(=O)N(C)c3ccc(Br)cc3)ccc1O2	-23.7%
C[S+](=O)([O-])N1Cc2ccccc2CC2(CCCN(Cc3ccncc3)C2)C1 (stereo not given)	3.7%[6.33 µM]
Cc1ccc(C(=O)NC(Nc2ccc(Cl)cc2)C(Cl)(Cl)Cl)cc1 (stereo not given)	?
NCc1ccc(CN2CCCCCCC2)cc1	-3.0%
O=C(Cn1cc(COc2ccc(Cl)c(Cl)c2)nn1)NS(=O)(=O)c1ccccc1OC(F)(F)F	-19.6%
O=C(Nc1cccc(F)c1)N1CCN(Cc2ccc(Cl)s2)CC1	?
Cc1cccc(C(=O)N2C(C(=O)NCC(C)C)COC23CCN(C(=O)c2ccc(F)cc2)CC3)c1 (stereo not given)	17.8%
CSCCNC(=O)C1(C)CCN1C(=O)c1sccc1C (stereo not given)	2.6%
O=C(O)c1ccccc1-c1cn(Cc2nnc3ccccn23)nn1	19.3%
COc1ccccc1N1CCC(N2CCN(CCCc3ccccc3)C(CCO)C2)CC1 (stereo not given)	2.5%
Cn1nccc1CN1CCC2(CN[S+](=O)([O-])c3ccccc3N2)C1 (stereo not given)	21.7%

Grouped by structure, those above with an NH in an aromatic ring (12)
SMILES	12-LOX inh
O=C(N[C@@H]1CCN(C(=O)c2n[nH]c3ccccc23)C[C@H]1O)c1cccnc1	5.3%
Cc1ccc(NC(=O)c2cc(-c3cc(F)ccc3OCC3CCCO3)n[nH]2)cc1NS(C)(=O)=O (stereo not given)	?
COc1ccc2cc(C(=O)N3CCC4(CC3)CC(c3nc(C)no3)N(C)C4)[nH]c2c1 (stereo not given)	7.0%
C=CCn1c(SCC(=O)c2ccccc2)nc2c1c(=O)[nH]c(=O)n2C	-7.4%
COc1ccccc1C(=O)N1CCc2c(nc3cc(-c4ccccc4Cl)[nH]n3c2=O)C1	-1.7%
CCc1cn(C[C@H](NCCC(C)C)C(=O)O)c(=O)[nH]c1=O	?
O=C(O)C(c1c[nH]c2ccc(Cl)cc12)N1CCN(c2ncc(Br)cn2)CC1 (stereo not given)	-21.2%
Cc1onc(-c2ccccc2)c1C(=O)OCC(=O)c1ccc[nH]1	8.6%
COc1ccc(CN2CCc3nc(N4CCN(C)CC4)[nH]c(=O)c3CC2)cc1	15.5%
COCCn1ccc2c(C3=CCOCC3)nc(-c3cccc4[nH]ccc34)cc21	?
Cc1nccn1-c1ccc(NC(=O)[C@@H](Cc2ccccc2)NC(=O)[C@H]2O[C@@H](n3ccc(=O)[nH]c3=O)[C@H](O)[C@@H]2O)cc1	1.3%
COC(=O)c1ccc2c(=O)n(CCCCCC(=O)NC3CCCCC3)c(=O)[nH]c2c1	-4.4%
